# Source: PubChem (National Center for Advancing Translational Sciences (NCATS))
# FBPA Giardia inh = Giardia lamblia aldolase inhibition | A8B2U2 | 290,000 tested, 0.71% active | Potency, µM (top dose mostly 59.6 µM), inactives show at the highest dose activity, negative = inhibition, most hits filed as inhibitors | purified Giardia FBPA; active means well fitted inhibition curve with a large enough effect; inconclusive means small, poorly fitted or top-dose-only effect, or effect the other way; further: nearly all actives have a fitted effect of over 55% in size
# Target sequence (A8B2U2 whole entry, looked up): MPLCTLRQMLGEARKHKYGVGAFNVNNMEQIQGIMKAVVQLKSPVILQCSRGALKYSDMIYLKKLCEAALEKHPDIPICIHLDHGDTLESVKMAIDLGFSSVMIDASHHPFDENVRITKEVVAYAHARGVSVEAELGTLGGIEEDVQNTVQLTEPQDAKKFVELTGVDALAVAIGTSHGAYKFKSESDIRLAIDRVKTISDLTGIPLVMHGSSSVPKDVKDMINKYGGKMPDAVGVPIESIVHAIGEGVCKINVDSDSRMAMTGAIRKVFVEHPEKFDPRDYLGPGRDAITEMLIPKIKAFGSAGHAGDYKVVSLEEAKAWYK
#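 Giardia FBPA (40 nM reagent) was preincubated 10 min at RT with compound (up to 57.5 uM final), then substrate plus GAPDH/TPI/NAD/arsenate coupling system with diaphorase/resazurin was added; resorufin fluorescence (525/598 nm) was read after 20 min.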
# * = called active by the depositor; ? = inconclusive; & = joins results of further samples; [ ] = remark or other dose. On the % scale 0 is the no-effect control and ±100 the full control effect; potency means the concentration at half of the fitted maximal effect. Not all compounds are listed; the hit share may differ from the screen's.
# The first 3 compounds, ahead of the listing:
SMILES,FBPA Giardia inh
C=CCN1CC[C@]23c4c5ccc(O)c4O[C@@H]2C(=O)CC[C@]3(O)[C@H]1C5,-10%
COC(=O)NC(c1ccco1)C(C(C)=O)C(=O)OC (stereo not given),-9%[12.9 µM]
CCOC(=O)C1=NO[C@@]2(C=C(Br)C3(OCCCO3)[C@H]3O[C@H]32)C1,1%[12.9 µM]

# All compounds of this part, previewed entries included:
SMILES,FBPA Giardia inh
C=CCN1CC[C@]23c4c5ccc(O)c4O[C@@H]2C(=O)CC[C@]3(O)[C@H]1C5,-10%
COC(=O)NC(c1ccco1)C(C(C)=O)C(=O)OC (stereo not given),-9%[12.9 µM]
CCOC(=O)C1=NO[C@@]2(C=C(Br)C3(OCCCO3)[C@H]3O[C@H]32)C1,1%[12.9 µM]
COc1ccc(-c2nc3cnc(N(C)C)nc3n(-c3ccccc3)c2=O)cc1,3%
NC[C@H](CC(=O)O)c1ccc(Cl)cc1,6%
CN1CCN(c2ncnc3ccc(-c4ccccc4C(F)(F)F)cc23)CC1,9%
CC1(C)C2(Cl)C(Cl)C(Cl)C(Cl)(C(Cl)Cl)C1(Cl)C2Cl (stereo not given),0%
O=C(O)[C@@H]1CCCNC1,-2%[21.7 µM]
C=C(C)C(O)/C=C/c1ccc(C(F)(F)F)cc1 (stereo not given),1%&3%
C[C@H]1Cc2c(COc3ccccc3)nc3c(c2CO1)CN(S(=O)(=O)c1ccc(Cl)c2nonc12)CC3,-1%[12.9 µM]
CCCCCCCCCC(=O)OCC(CO)OC(=O)CCCCCCCCC (stereo not given),-1%
c1ncc(-c2ccoc2)c(NC2CC2)n1,-29%
CN(C)C(=O)Oc1cc(OC(=O)N(C)C)cc([C@@H](O)CNC(C)(C)C)c1,2%[21.7 µM]
COc1ccc(NC(=O)N2CCCC3(CCNCC3)C2)cc1,-2%
COCOc1cc(OC)ccc1C(=O)/C=C\c1ccc2c(c1)OCO2,-11%[12.9 µM]
C=N[C@H](C(=O)N[C@@H]1C(=O)N2[C@@H]1SC(C)(C)[C@@H]2C(=O)O)c1ccccc1,-9%[21.7 µM]
Cc1ccccc1-c1cc(NCc2ccccc2)ncn1,-4%
CCCCCN=c1ccn(Cc2ccccc2)c2ccccc12,8%
O=C(Oc1ccccc1)N1CCC2(CCCN(c3cccc(-c4ccccc4)c3)C2)CC1,1%
COCCn1c(=O)c(-c2ccc(OC)cc2)nc2cnc(Nc3ccccc3)nc21,2%
Clc1ccc([C@H](Cn2ccnc2)OCc2c(Cl)cccc2Cl)c(Cl)c1,9%[21.7 µM]
NCCC[C@@H](CC(=O)N[C@@H]1CCNC[C@H]1C(=O)N[C@H](CC(=O)N[C@@H](CCC(=O)O)CC(=O)O)Cc1ccccc1)NC(=O)C[C@H](Cc1ccccc1)NC(=O)[C@@H]1CNCC[C@H]1N,-28%
O=S(=O)(CCc1ccccc1)c1nnnn1-c1ccccc1,2%
COC(=O)C1=C(C(=O)OC)[C@@H]2N(C)c3ccc(OC)cc3[C@@]23C[C@@H](C(=O)OC)N(S(=O)(=O)c2ccc4c(c2)OCCN4C)C3=N1,-4%[12.9 µM]
COc1ccc(C[C@@](C)(N)C(=O)O)cc1OC,-28%[21.7 µM]
CN(C)Cc1ccccc1-c1ccc2ncnc(NCc3cccs3)c2c1,-8%
COc1cccc(-c2nccc(NCCc3c[nH]c4ccc(OC)cc34)n2)c1,-21%
COc1ccccc1-c1ccc2ncnc(NCCNC(C)=O)c2c1,5%
COc1ccc(C(=O)N2CCC[C@@]3(CCN(Cc4ccccc4OC)C3)C2)cc1,-3%
COc1ccccc1CNc1ccnc(-c2ccc3c(c2)OCO3)n1,-20%

# For convenience, 5 of the compounds above:
SMILES,FBPA Giardia inh
C=N[C@H](C(=O)N[C@@H]1C(=O)N2[C@@H]1SC(C)(C)[C@@H]2C(=O)O)c1ccccc1,-9%[21.7 µM]
Cc1ccccc1-c1cc(NCc2ccccc2)ncn1,-4%
CCCCCN=c1ccn(Cc2ccccc2)c2ccccc12,8%
O=C(Oc1ccccc1)N1CCC2(CCCN(c3cccc(-c4ccccc4)c3)C2)CC1,1%
COCCn1c(=O)c(-c2ccc(OC)cc2)nc2cnc(Nc3ccccc3)nc21,2%

# More results follow:
SMILES,FBPA Giardia inh
N#CCCn1c(=O)c(-c2ccc(Cl)cc2)nc2cnc(N3CCNCC3)nc21,-8%
C[C@H]1[C@@H](O)[C@@H](C)\C=C/C=C\C=C/C=C\C=C/C=C\C=C/[C@@H](O[C@H]2O[C@@H](C)[C@@H](O)[C@@H](N)[C@@H]2O)C[C@@H]2O[C@](O)(C[C@@H](O)C[C@@H](O)[C@@H](O)CC[C@@H](O)C[C@@H](O)CC(=O)O[C@H]1C)C[C@@H](O)[C@H]2C(=O)O (stereo in doubt),-1%[21.7 µM]
Cc1ccccc1-c1nc(NCc2cccs2)c2ccccc2n1,-4%
CC(=O)N1CCC2(CCN(Cc3ccncc3)CC2)CC1,2%
COC(=O)[C@H]1C[C@@H]1[C@H](NS(=O)(=O)c1ccc(-c2ccccc2)cc1)c1ccccc1,-1%
COc1ccc(-n2c(=O)c(CCc3ccccc3)nc3cnc(N4CCNCC4)nc32)cc1,-8%
CCCn1c(-c2ccc(F)cc2)nc2c(N3CCC(N(C)C)C3)nc(C)nc21 (stereo not given),2%
C/C=C/OC(=O)NC(c1ccccc1)[C@]1(C(C)=O)CCOC1=O (stereo not given in full),-2%[12.9 µM]
COc1cc(-c2coc3cc(O[C@H]4OC(CO)C(O)C(O)C4O)c(OC)c(O)c3c2=O)cc(O)c1OC (stereo not given in full),3%
CCCCCCCC/C=C\C/C=C\C/C=C\CCCC(=O)O,4%
CC1(C)C(O)CC(O)[C@]2(C)C1CC(=O)[C@]1(C)C2CC[C@@]2(C)C(c3ccoc3)OC(=O)C3OC321 (stereo not given in full),6%
COc1ccc(Nc2ncc3nc(-c4cccs4)c(=O)n(Cc4cccc(OC)c4)c3n2)cc1,0%
CC(C)[C@@H](CC(=O)N[C@@H]1CCCC[C@H]1C(=O)N[C@H](CC(=O)N[C@@H](CCC(=O)O)CC(=O)O)Cc1c[nH]c2ccccc12)NC(=O)C[C@H](CO)NC(=O)[C@@H]1CCCC[C@H]1N,-20%
COc1cc2c(cc1C(F)(F)F)N(C(=O)Nc1cc(F)cc(-c3cccnc3)c1)CC2,-4%&4%
CN(C)c1ccc(-c2ccc3ncnc(NCc4ccccc4)c3c2)cc1,-22%
CNC1=C(Cl)C(=O)c2ccncc2C1=O,22%
COc1ccccc1-c1cncnc1NCCNC(C)=O,-5%
CC1(O)C(=O)C=C2C=C(c3ccsc3)OC=C2C1=O (stereo not given),2%
CC(C)=NOCc1ccc(-c2cc(-c3ccccc3)no2)cc1,1%[12.9 µM]
COCCn1c(=O)c(CCc2ccccc2)nc2cnc(OCc3ccccc3)nc21,4%
CC/C=C\C/C=C\C/C=C\C/C=C\C/C=C\CCC(=O)O[C@H](COCCCCCCCCCCCCCCCC)COP(=O)([O-])OCC[N+](C)(C)C,2%
CO/N=C(\C(=O)NC1C(=O)N2C(C(=O)OCOC(=O)C(C)(C)C)=C(/C=C\c3scnc3C)CSC12)c1csc(N)n1 (stereo not given),-14%
CC(CCC(=O)O)C1CCC2C3CC[C@H]4CC(O)CC[C@@]4(C)C3CC[C@@]12C (stereo not given in full),?
FC(F)(F)c1ccccc1-c1cncnc1NCCc1cnc[nH]1,5%
Cc1ccccc1-c1nccc(-n2ccnc2)n1,-9%
CO[C@@H]1COC(=O)[C@H](COCc2ccccc2)NC(=O)C/C=C\[C@@H](C)[C@H](OC)COC(=O)[C@H](COCc2ccccc2)NC(=O)C/C=C\[C@H]1C,6%[12.9 µM]
N#CCCn1c(=O)c(CCc2ccccc2)nc2cnc(Oc3cccc(Cl)c3)nc21,-4%
COc1ccc(Oc2ncc3nc(C)c(=O)n(Cc4cccc(OC)c4)c3n2)cc1,-23%
CCOC(=O)N/N=C1/C[C@@H](O)[C@@H](O)[C@@H]2[C@@H]3C(=O)N(C4CCCCC4)C(=O)[C@H]3CC[C@H]12,4%[12.9 µM]
Cc1cccc(-c2cc(=O)c3cc(Br)ccc3o2)c1,7%
OCc1ccccc1O,5%
O[C@@](CCN1CCCCC1)(c1ccccc1)C1CCCCC1,-6%[21.7 µM]
CC(C)=NO[C@@H](C)c1cn([C@@H]2COC[C@@H]2O)nn1,-1%[12.9 µM]
COc1cccc(Cn2c(=O)c(CCc3ccccc3)nc3cnc(N4CCOCC4)nc32)c1,7%
CCCCc1c2ccccc2nc2[nH]c3ccccc3c12,-2%
O=C(c1ccco1)N1CCC[C@@]2(CCN(Cc3nccs3)C2)C1,1%
NC1(C(=O)O)CCC1,-5%
O=C(Nc1cccc(F)c1)N1CC2(CCN(C(=O)c3cccc(F)c3)CC2)C1,1%
COCCn1c(=O)c(-c2ccc(OC)cc2)nc2cnc(OCc3ccccc3)nc21,7%
CCc1cccc2nc3c(c([Si](C)(C)C)c12)Cn1c-3cccc1=O,-18%
OCC1OC(n2cnc3c(Cl)nc(Cl)nc32)C(O)C1O (stereo not given),4%
COc1ccc2c3c1O[C@H]1C(=O)CC[C@@]4(O)C(C2)N(CC2CC2)CCC314 (stereo not given in full),-3%
O=CN/C=C/c1cc(F)cc(F)c1F,1%
O=C(c1ccco1)N1CCC2(CC1)CCN(c1ccncc1)CC2,1%
COCCNc1ccnc(-c2c(C)noc2C)n1,-2%

# Single values from the entries so far.
# FBPA Giardia inh with COc1cc2c(cc1C(F)(F)F)N(C(=O)Nc1cc(F)cc(-c3cccnc3)c1)CC2 reads -4%&4%
# FBPA Giardia inh with CC/C=C\C/C=C\C/C=C\C/C=C\C/C=C\CCC(=O)O[C@H](COCCCCCCCCCCCCCCCC)COP(=O)([O-])OCC[N+](C)(C)C reads 2%
# FBPA Giardia inh with O=C(c1ccco1)N1CCC[C@@]2(CCN(Cc3nccs3)C2)C1 reads 1%

# Additional results
SMILES,FBPA Giardia inh
CC1(OC(=O)c2cnc3ccccc3n2)C(=O)C=C2C=C(C3CC3)OC=C2C1=O (stereo not given),-18%
COC(=O)C/C=C\[C@@H](C)[C@@H](/C=N\O[C@@H](C)CN1CCCCc2nc(C)c(C)cc21)NS(=O)(=O)c1ccc(C)cc1,1%[12.9 µM]
C=C(NC(=O)C(=C)NC(=O)c1csc(C2=N[C@@H]3c4csc(n4)[C@@H]4NC(=O)c5csc(n5)[C@@H]([C@](C)(O)[C@H](C)O)NC(=O)[C@@H]5CSC(=N5)/C(=C/C)NC(=O)[C@@H]([C@H](C)O)NC(=O)c5csc(n5)[C@]3(CC2)NC(=O)[C@@H](C)NC(=O)C(=C)NC(=O)[C@@H](C)NC(=O)[C@@H]([C@@H](C)CC)N[C@H]2C=Cc3c([C@H](C)O)cc(nc3[C@@H]2O)C(=O)O[C@H]4C)n1)C(N)=O,-19%[21.7 µM]
COc1ccc2c(c1OC)C(=O)OC2[C@H]1c2c(cc3c(c2OC)OCO3)CCN1C (stereo not given in full),1%[21.7 µM]
COCCNC(=O)C1(CC(C)C)C=CCN1C(=O)OC (stereo not given),-6%
CCCCCCCC1=Cc2ccccc2C(CC(=O)c2ccccc2)N1C(=O)OC (stereo not given),5%[12.9 µM]
C[C@H]1Cc2c(-c3ccccc3)nc3c(c2CO1)CN(S(=O)(=O)c1ccc(C#N)cc1)CC3,5%[12.9 µM]
COc1ccccc1CN1CCC2(CC1)CCN(C(=O)c1ccco1)CC2,-1%
CNC1(C)C2CCC(C2)C1(C)C (stereo not given),-1%
C[C@@]12CCC(Cl)C[C@H]1CCC1C2CC[C@]2(C)C(=O)CCC12 (stereo not given in full),1%
CC1(C)C2C[C@@H](O)[C@]3(C)C(CC[C@@]4(C)[C@H](c5ccoc5)C[C@H]5O[C@]543)[C@@]2(C)[C@@H](O)C[C@H]1O (stereo not given in full),0%
CN(Cc1ccco1)c1ncnc2ccc(-c3ccccc3C(F)(F)F)cc12,0%
COC(=O)[C@@]1(Cc2ccccc2)[C@H]2c3cc(C(=O)N(C)C)n(Cc4ccccc4)c3C[C@H]2CN1C(=O)c1ccccc1,2%
C=CCOC(=O)N[C@H](/C(C(=O)OC)=C(\C)NCc1ccccc1)c1ccc(Br)cc1,-2%
O=S(=O)(c1cccc2c(I)cccc12)N1CCCNCC1,-1%&-22%
CC(=O)O.CC(=O)O.[Cd],-11%
CCS(=O)(=O)N1CCC[C@H]2CN3CCc4cc(OC)ccc4[C@@H]3C[C@@H]21,1%
CC(C)[N+]1(C)C2CCC1CC(OC(=O)C(CO)c1ccccc1)C2 (stereo not given),7%
COc1ccc2[nH]cc(CCNc3ncnc4ccc(-c5cccc(C#N)c5)cc34)c2c1,-12%
CC(C)(C)N1C(=O)[C@H]2[C@H]3[C@H](O)[C@H](O)C/C(=N/NC(=O)OCc4ccccc4)[C@@H]3CC[C@@H]2C1=O,0%[12.9 µM]
Cc1nc2[nH]c(=O)[nH]c(=O)c2[nH]1,-2%
CCCCC1=CC2=C(c3ccco3)C(=O)C(C)(OC(=O)c3cccs3)C(=O)C2=CO1 (stereo not given),-4%
N[C@H](Cc1ccc(Cl)cc1)C(=O)O,-3%
CCN(CC)CCC[C@H](C)Nc1c2ccc(Cl)cc2nc2ccc(OC)cc12,-11%[21.7 µM]
N#CCCn1c(=O)c(-c2ccccc2)nc2cnc(Oc3cccc(Cl)c3)nc21,-3%
Cc1cccc([C@@H]2CN(C)CCc3c2cc(O)c(O)c3Cl)c1,-28%
COc1cccc2c1C(=O)c1c(O)c3c(c(O)c1C2=O)C[C@@](O)(C(=O)CO)C[C@@H]3O[C@@H]1C[C@H](N)[C@H](O)[C@H](C)O1,-26%
